High-throughput results as filed in PubChem BioAssay.
Rab7 wt modul: dog Rab7 wildtype GTP binding, inhibitors and activators. GTP binding activity (percent of control), % at 10 µM. GST-Rab7 beads, fluorescent GTP binding, flow cytometry; actives lie on both sides; untreated = 100%, excess cold GTP = 0%. 0.055% of 190,000 active;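 active = fluorescent GTP binding to Rab7 beads changed by at least 20 points from the 100% baseline, either direction, mostly lower; inconclusive = compound itself probably fluorescent, or too few beads counted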;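 also: median green fluorescence of bound Bodipy-FL-GTP per Rab7 bead population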
Mcl1 Noxa PPI: Mcl-1/Noxa interaction inhibition. Q07820. TR-FRET Mcl-1/Noxa peptide binding, 2 h. inhibition, % at 21.7 µM. 1.5% of 220,000 active;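 active = compounds that cut the protein-peptide binding signal by more than 50% relative to plate controls in a single-dose test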;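 also: His-tagged Mcl-1 with rhodamine Noxa BH3 peptide and terbium anti-His antibody; 0% = Mcl-1 plus Noxa peptide wells and 100% = peptide-only wells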
Cdc42 wt: human Cdc42 wildtype GTP binding change, either direction. GST-Cdc42 beads, Bodipy-GTP binding, flow cytometry; actives lie on both sides. percent activity (GTP binding), % at 10 µM. 0.2% of 190,000 active;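 active = percent activity GTP binding at least 20 points away from the 100% baseline, either down as inhibitor or up as activator; inconclusive = compound flagged as likely green fluorescent from well-wide comparison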;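 also: median bead fluorescence of bound Bodipy-FL-GTP at 100 nM; 0% = excess unlabeled GTP control and 100% = no compound control; below 100% means less GTP binding so inhibitor and above means activator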
Target sequence (P60953 whole entry, looked up): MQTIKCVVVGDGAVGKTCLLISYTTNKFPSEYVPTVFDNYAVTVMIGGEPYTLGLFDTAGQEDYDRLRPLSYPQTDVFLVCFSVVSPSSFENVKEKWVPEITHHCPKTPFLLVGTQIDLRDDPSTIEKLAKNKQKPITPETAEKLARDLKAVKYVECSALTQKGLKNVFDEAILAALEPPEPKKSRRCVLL
Rab2 wt GTP: changes GTP binding to wildtype dog Rab2A, up or down. P61105. GST-Rab2 wt beads, Bodipy-GTP binding, flow cytometry. GTP binding activity, % at 10 µM. 0.19% of 190,000 active. AID 760;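 active = GTP binding activity at least 20 points away from 100%, either lowered or raised; inconclusive = signal likely due to the compound's own green fluorescence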;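 also: 0% = beads with excess unlabeled GTP and 100% = no-compound control corrected for plate trend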
HRas wt GTP: changes GTP binding to wildtype human HRas | P01112 | GST-Ras wt beads, Bodipy-FL-GTP binding, flow cytometry; actives lie on both sides | GTP binding activity, % at 10 µM | 0.14% of 190,000 active | AID 759;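 active = GTP binding activity at least 20% away from the 100% baseline, either lowered as inhibitor or raised as activator; inconclusive = flagged as likely green fluorescent, judged across all proteins in the well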;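 also: 0% = unlabeled GTP competition control and 100% = no-compound control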
Target sequence (P01112 whole entry, looked up): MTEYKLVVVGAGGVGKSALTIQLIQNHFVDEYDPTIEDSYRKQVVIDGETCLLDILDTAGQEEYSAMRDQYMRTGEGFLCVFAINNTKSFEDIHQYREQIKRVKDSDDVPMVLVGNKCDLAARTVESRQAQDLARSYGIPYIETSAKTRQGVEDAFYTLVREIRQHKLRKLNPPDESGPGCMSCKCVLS
ABCB1 inh: inhibitors of human ABCB1 transporter, ABCG2 counter-screen; P08183; CCRF-Adr cells, JC-1 efflux, flow cytometry; inhibition, % at 6.6 µM; 0.067% of 190,000 active; AID 1326; in the data active = inhibition above about 40%;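 also: 0% = vehicle and 100% = reference inhibitor; higher value means more JC-1 retained so stronger ABCB1 efflux block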
ABCG2 block: human ABCG2 inhibition, ABCB1 as counter-screen | IgMXP3 cells, JC-1 efflux, flow cytometry | AID 1325 | inhibition, % at 6.6 µM | Q9UNQ0 | 0.1% of 190,000 active;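 active = inhibition above 80%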;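 also: 0% = DMSO and 100% = nicardipine control wells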
Target sequence (Q9UNQ0 whole entry, looked up): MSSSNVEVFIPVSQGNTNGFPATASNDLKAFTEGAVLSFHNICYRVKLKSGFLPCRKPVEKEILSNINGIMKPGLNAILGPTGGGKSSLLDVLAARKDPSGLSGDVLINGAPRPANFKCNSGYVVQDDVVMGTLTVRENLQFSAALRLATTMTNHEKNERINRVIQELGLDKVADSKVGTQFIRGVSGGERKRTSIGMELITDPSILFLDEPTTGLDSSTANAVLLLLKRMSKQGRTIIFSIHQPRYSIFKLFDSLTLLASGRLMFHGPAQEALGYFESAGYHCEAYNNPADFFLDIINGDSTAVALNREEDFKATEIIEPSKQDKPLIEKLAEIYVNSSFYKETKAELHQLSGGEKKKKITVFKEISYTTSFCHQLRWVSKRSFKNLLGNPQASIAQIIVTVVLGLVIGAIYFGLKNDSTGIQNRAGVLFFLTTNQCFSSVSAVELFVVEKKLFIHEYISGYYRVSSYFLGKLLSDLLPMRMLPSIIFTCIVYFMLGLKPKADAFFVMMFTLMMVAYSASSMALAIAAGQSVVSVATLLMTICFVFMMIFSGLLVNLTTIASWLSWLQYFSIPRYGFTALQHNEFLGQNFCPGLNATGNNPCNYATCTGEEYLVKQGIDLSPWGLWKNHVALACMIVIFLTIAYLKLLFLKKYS
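Test system: IgMXP3 cells (ABCG2) mixed with DDAO far-red-labelled CCRF-Adr cells (ABCB1). Reagent: JC-1 transporter substrate. Compound dosing: single test compound dose, 6.6 µM final. Times: 10 min compound exposure, 25 °C. Detection: flow cytometry of retained JC-1 fluorescence. Read-out basis: efflux inhibition in percent versus controls. Controls: nicardipine and DMSO wells.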
Rac1 act GTP bind: alters GTP binding to activated mutant human Rac1. percent activity (GTP binding), % at 10 µM. GST-Rac1 activated beads, fluorescent GTP binding, flow cytometry; actives lie on both sides; 100% means binding = to untreated wells. 0.11% of 190,000 active;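 active = GTP binding at least 20 percentage points away from the 100% baseline, in either direction, so actives lie on both sides; inconclusive = Compound likely fluorescent itself, or too few beads counted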
Rac1 wt modul: alters GTP binding to wildtype human Rac1; P63000; GST-Rac1 beads, fluorescent GTP binding, flow cytometry; actives lie on both sides; 0 = cold GTP competed, 100 = untreated; GTP binding activity (% of control), % at 10 µM; 0.27% of 190,000 active; AID 757;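 active = GTP binding activity at least 20 points away from the 100% control level, either lower or higher; inconclusive = compound flagged as likely green fluorescent, judged across all proteins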
Avidin fluor: compound fluoresces at 488/530 nm on avidin beads | 0.38% of 220,000 active | fluorescence (KMESF) at 10 µM | AID 1775 | compound fluorescence 488/530 nm, flow cytometry; stronger effect = higher value; in the data active = fluorescence above about 47; also: inactives centre near 10
Pf gametocyte: kills late stage P. falciparum gametocytes; 0.065% of 150,000 active; inhibition, % at 10.9 µM; P. falciparum stage V gametocytes, ATP luminescence, 24 h;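 active = inhibition above the mean plus 3 SD of compounds within the control limits, set per campaign, cut at about 38% in these data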;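 also: 0% = DMSO wells and 100% = medium only without gametocytes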
Numbers without * were called inactive; ? = inconclusive; nt = not tested or not shown.

Preview, 2 compounds:
SMILES	Rab7 wt modul	Mcl1 Noxa PPI	Cdc42 wt	Rab2 wt GTP	HRas wt GTP	ABCB1 inh	ABCG2 block	Rac1 act GTP bind	Rac1 wt modul	Avidin fluor	Pf gametocyte
COC(=O)C1C(=O)C(C(=O)/C=C/c2ccccc2)C(=O)CC1(C)C (stereo not given)	102	15	90	94	92	-0.2	0	93	97	12	-6
COc1ccc(NC(=O)CSc2nnc(-c3ccccn3)n2-c2ccccc2)cc1OC	101	10	98	100	99	0.9	8	97	101	9	-26

Main list, repeating the preview:
SMILES	Rab7 wt modul	Mcl1 Noxa PPI	Cdc42 wt	Rab2 wt GTP	HRas wt GTP	ABCB1 inh	ABCG2 block	Rac1 act GTP bind	Rac1 wt modul	Avidin fluor	Pf gametocyte
COC(=O)C1C(=O)C(C(=O)/C=C/c2ccccc2)C(=O)CC1(C)C (stereo not given)	102	15	90	94	92	-0.2	0	93	97	12	-6
COc1ccc(NC(=O)CSc2nnc(-c3ccccn3)n2-c2ccccc2)cc1OC	101	10	98	100	99	0.9	8	97	101	9	-26
c1ccc(-c2nnn(C34CC5CC(CC(C5)C3)C4)n2)cc1	104	-8	100	102	101	0.3	3	101	104	15	nt
Nc1n[nH]c(-c2cccc([N+](=O)[O-])c2)n1	97	-2	100	98	97	0.5	9	102	99	14	nt
Cc1cc(C)n(CCN(C)C(=O)CCc2nnc(CCC3CCCCC3)o2)n1	95	-8	100	97	99	-1.3	1	96	101	11	13
Cc1ccc2[nH]c(=O)c(CN(Cc3ccccc3)C(=S)NCCCN(C)C)cc2c1	98	9	87	89	90	-0.3	0	91	86	20	-14
COc1ccc(-c2nc(-n3c(C)c(C(C)=O)c(C(C)=O)c3C)sc2C)cc1	97	12	104	102	103	0.8	2	99	103	3	3
O=C(c1ccc(Cl)cc1)N1CCn2c1nc1ccccc12	102	19	95	99	96	1.8	24	96	99	13	-5
COc1ccc(CCNS(=O)(=O)c2ccc3oc(C(=O)O)c(C)c3c2)cc1OC	99	10	99	95	98	0.4	7	99	99	41	-9
CC1(C)CC(=S)Nc2ccccc2S1	99	7	100	100	100	0.6	3	99	103	6	16
C1=C(c2ccccc2)Nc2nnnn2C1c1cccs1 (stereo not given)	93	6	103	101	103	0.2	2	99	101	15	nt
CCOc1cc(C2NC(=O)NC(O)(C(F)(F)F)C2C(=O)c2ccc(OC)cc2)ccc1O (stereo not given)	102	3	102	102	100	2.2	19	98	106	15	nt
Cc1cc(N2CCCCC2)nc(N)n1	99	7	98	100	100	0.0	0	99	100	16	nt
O=C(Cn1ncc2c1-c1ccccc1OC2)Nc1nc2ccccc2s1	103	6	99	100	101	0.3	2	97	106	10	nt
CC(=O)N1c2ccccc2Nc2ccccc21	97	-1	99	99	100	-1.7	5	99	105	9	-4
CN(C)C=Nc1nonc1N	102	5	104	102	102	0.1	1	101	105	7	-4
CC(C)(C)C(=O)CN1C(=O)C2(OCCO2)c2ccccc21	98	17	104	98	101	1.0	4	100	104	36	-5
O=C1CCCN1CN(C(=O)c1ccccc1)c1ccc(F)cc1	99	-21	107	108	108	0.2	0	101	106	13	14
COc1ccc(OC)c(-c2csc(CCn3nc(C)cc3C)n2)c1	91	18	100	98	93	1.6	6	96	91	26	nt
CS(=O)(=O)c1ccc2nc(NC(=O)c3cc(-c4ccccc4)nn3-c3ccccc3)sc2c1	99	-78	94	97	101	-0.4	-3	96	96	3	nt
COc1cc(NC(=O)Cc2cccs2)ccc1-n1cnnn1	96	6	101	97	100	0.5	7	98	98	17	nt
Cc1ccnc(NC(=O)CCC(=O)N(CC(=O)NCc2ccccc2)c2ccc3c(c2)OCO3)c1	98	6	105	100	101	0.7	2	101	104	21	nt
O=C(O)CCCc1nc(-c2ccccc2)no1	101	-8	94	100	96	4.9	2	100	104	4	9
COc1ccc(NS(=O)(=O)c2ccc(NC(=O)c3cnn4c(C(F)F)cc(-c5ccc(C)cc5)nc34)cc2)cc1	100	9	99	97	100	-0.4	-1	97	100	4	nt
COCCNC(=O)c1cc(-c2cccnc2)nc2ccc(Br)cc12	103	9	105	102	103	0.5	2	98	104	21	11
CC(C)(C)NC(=O)C(c1cccs1)N(C(=O)C(=O)NC1CCCC1)c1ccccc1F (stereo not given)	104	4	99	100	98	0.7	1	96	99	34	13
COc1ccccc1N1CCN(Cc2nc(-c3ccc(F)cc3)oc2C)CC1	96	12	95	96	96	1.8	2	95	98	3	10
COC(=O)CC1C(=O)NCCN1C(=O)CSc1nc2ccccc2o1 (stereo not given)	96	8	99	95	97	0.9	2	99	99	9	28
CCOc1ccccc1NC(=O)N1CCCC1C(=O)Nc1ccc(NC(C)=O)cc1 (stereo not given)	101	16	101	102	102	-0.1	1	101	106	7	-3
COc1ccc(-c2ccc(SCc3ccccn3)nn2)cc1OC	?	5	?	?	?	0.5	1	?	?	12	-3
COc1ccc(CC(=O)Nc2cccc(SC)c2)cc1OC	99	11	100	99	98	0.8	7	98	101	12	-2
CN(C)C(=S)Nc1cccc(-c2n[nH]c(=S)o2)c1	107	15	98	100	100	-0.2	0	97	100	10	-13
COc1ccc(C2Oc3ccccc3C3=C2C(c2cccs2)n2ncnc2N3)cc1 (stereo not given)	95	nt	94	96	96	1.2	2	92	92	8	nt
C=CCNC(=O)NC(=O)COC(=O)CC(NC(N)=O)c1ccc(Cl)cc1 (stereo not given)	105	0	105	103	105	0.9	6	100	105	4	nt
O=c1oc2ccccc2c2nccnc12	97	-1	98	94	97	0.3	3	98	101	7	21
Cc1cc(OCCCCCN2CCCC2)ccc1Cl	96	16	97	96	97	0.2	1	94	96	12	9
O=C(COC(=O)CCC(=O)c1ccc(F)cc1)NCc1ccco1	97	-3	94	97	94	0.2	1	93	94	9	-18
CC(C)C(=O)NC(=S)N(Cc1ccccc1)Cc1ccccc1	97	25	96	96	97	-1.4	-13	98	99	6	-7
CCOC(=O)N/N=C/c1c(C)nn(-c2ccccc2Cl)c1Cl	99	8	98	98	97	0.8	45	97	99	12	22
O=C(NCCCn1ccnc1)c1cc2nc(-c3ccc(Br)cc3)cc(C(F)(F)F)n2n1	97	-1	99	95	98	11	0	98	101	7	8
O=C(NCCO)C(O)C(O)C(=O)NCCO (stereo not given)	98	-14	99	96	95	-1.9	3	97	103	9	1
O=C(CN(c1ccc(F)cc1)S(=O)(=O)c1ccc2c(c1)OCCO2)Nc1ccc2c(c1)OCO2	101	5	101	101	100	0.5	3	100	100	39	nt
CC(C)c1cccc(C(C)C)c1OCCCCN1CCCC1	99	7	104	99	100	-0.3	0	101	107	nt	nt
C=CCn1c(=S)[nH]c2scc(-c3cccs3)c2c1=O	105	11	92	99	97	-0.8	-4	92	97	9	-16
CC1=C(C(=O)Nc2ccccc2)C2(CCCCC2)C(C#N)=C(S)N1	104	32	102	104	103	-0.1	0	101	109	4	-2
CS(=O)(=O)N(CC(=O)NCc1ccncc1)Cc1ccc(Cl)cc1	102	-5	99	98	99	0.2	0	97	101	9	-13
CCn1c(SCC(=O)Nc2cccc(NC(=O)c3ccco3)c2)nnc1-c1cccs1	92	21	99	95	100	0.4	4	94	95	28	13
CC(NC(=O)COC(=O)/C=C/c1ccc([N+](=O)[O-])cc1)c1ccccc1 (stereo not given)	95	-9	101	96	97	0.5	17	97	100	8	9
O=Cc1ccc(Oc2cc(-c3ccccc3)nc(-c3ccccc3)n2)cc1	103	18	100	98	100	0.0	10	101	105	5	nt
Cn1c(=O)c2c(nc(NCCc3ccccc3)n2Cc2ccc(F)cc2)n(C)c1=O	96	6	99	99	99	2.7	6	97	104	7	nt

The listing continues.
SMILES	Rab7 wt modul	Mcl1 Noxa PPI	Cdc42 wt	Rab2 wt GTP	HRas wt GTP	ABCB1 inh	ABCG2 block	Rac1 act GTP bind	Rac1 wt modul	Avidin fluor	Pf gametocyte
O=c1cc(O)nc(SCc2ccc(Cl)cc2)[nH]1	105	25	104	101	101	0.2	1	101	104	10	1
CC(C)(C)c1cnnn1-c1ccc(-c2csc(N)n2)cc1	95	-4	99	97	95	-0.1	0	95	99	10	nt
CC(NC(=O)Cn1c(=O)[nH]c2ccsc2c1=O)C12CC3CC(CC(C3)C1)C2 (stereo not given)	99	4	103	100	102	0.8	3	99	102	8	nt
O=C(Nc1ccc(-c2ccc3nncn3n2)cc1)C1CCCC1	98	4	98	98	95	0.2	4	96	93	21	8
Cc1ccccc1C(=O)N1CCN(c2ccccn2)CC1	99	-17	101	101	100	-0.4	-1	98	106	5	nt
Cc1cccc2[nH]c(CN(C)Cc3nc(CC4CC4)no3)nc12	103	42	99	102	100	0.9	2	96	103	9	nt
Cc1c(N=C/C=C/c2ccccc2)c(=O)n(-c2ccccc2)n1C	102	2	106	100	104	0.4	3	101	108	7	9
CC1CC(CC(=O)NC(=S)Nc2ccccc2Cl)C(=O)O1 (stereo not given)	105	26	101	102	102	1.1	6	95	102	7	-7
CCc1ccccc1N1C[C@@]23C=C[C@@H](O2)C(C(=O)OCC(C)C)[C@H]3C1=O (stereo not given in full)	100	16	106	105	104	2.3	10	100	105	15	-13
Cc1cccc(CCNC(=O)CN(C)S(=O)(=O)c2cnc[nH]2)c1	98	-10	99	97	97	0.2	2	98	102	10	9
CCC(CC)C(=O)N1CCN(c2ccccc2)CC1	101	43	107	102	104	0.7	3	102	109	10	3
COc1ccc(C2CC(c3ccc(C)o3)=NN2C(C)=O)cc1 (stereo not given)	98	-10	93	101	103	0.9	2	100	104	1	7
COc1ccc(-c2nn(CC(=O)Nc3ccc(Cl)c(Cl)c3)c(=O)c3ccccc23)cc1	96	nt	98	97	97	-1.1	-3	96	98	7	30
O=C1CCCN1CCCNC(=S)Nc1ccc(F)cc1	101	2	99	98	98	0.6	2	96	97	10	4
C(=N\c1nc2ccccc2[nH]1)/c1cccs1	98	11	102	100	100	0.6	3	103	111	8	nt
Cc1cc(C)cc(NC(=S)NCCN(C2CCCCC2)C2CCCC2)c1	107	9	103	101	100	1.5	11	96	101	5	-12
CCCn1cnc2sc(CC)cc2c1=O	107	0	103	102	106	0.2	0	100	108	4	nt
CCOC(=O)C1C(=O)CC(C)(O)C(C(=O)OCC)C1c1ccco1 (stereo not given)	101	19	96	101	97	0.4	1	97	100	0	nt
COC(=O)c1[nH]c(C)c(/C(O)=C2\C(=O)C(=O)N(CCN(C)C)C2c2cccc(OC)c2OC)c1C (stereo not given)	99	-4	96	94	94	-0.3	0	94	95	24	10
CCOc1ccc(C2C(C(=O)c3ccco3)=C(O)C(=O)N2CCN(C)C)cc1 (stereo not given)	97	-1	105	99	101	0.3	2	101	105	6	nt

An unsorted share of the library; about 2.3% have a hit in one of these screens.
